UGM FP inh = inhibitors of M. tuberculosis UDP-galactopyranose mutase. P9WIQ1. purified UGM, fluorescence polarization probe displacement. inhibition, % at 10 µM. actives 0.06% (n = 320,000). AID 504406; in the data active = inhibition above about 10%, passing the limit was not always enough
Target sequence (P9WIQ1 whole entry, looked up): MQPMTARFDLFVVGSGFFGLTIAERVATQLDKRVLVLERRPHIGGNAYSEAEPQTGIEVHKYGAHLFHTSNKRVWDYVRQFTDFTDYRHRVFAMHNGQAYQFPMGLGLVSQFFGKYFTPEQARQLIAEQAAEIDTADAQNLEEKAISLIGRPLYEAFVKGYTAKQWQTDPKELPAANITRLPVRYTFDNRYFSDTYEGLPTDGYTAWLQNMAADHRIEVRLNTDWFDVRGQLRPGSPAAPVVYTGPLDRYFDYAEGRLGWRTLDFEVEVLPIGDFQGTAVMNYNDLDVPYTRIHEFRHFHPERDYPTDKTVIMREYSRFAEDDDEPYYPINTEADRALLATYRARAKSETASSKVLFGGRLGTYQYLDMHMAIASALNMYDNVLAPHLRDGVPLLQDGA
MazF activator = activators of E. coli MazEF toxin-antitoxin RNase. P0AE70. FAM/BHQ RNA-DNA oligo cleavage fluorescence, 5 h. activation, % at 20 µM. actives 0.32% (n = 350,000); in the data active = activation above about 50%
3CLpro inhibitor = SARS-CoV 3CLpro protease inhibition; inhibition, % at 6 µM; recombinant SARS-CoV 3CLpro, quenched FRET peptide cleavage; P0C6X7; actives 0.14% (n = 290,000); in the data active = inhibition above about 12%
DUSP3 inh = blocks human VHR1 dual specificity phosphatase; P51452; recombinant VHR phosphatase, pNPP absorbance; inhibition, % at 13.3 µM; actives 0.52% (n = 290,000); in the data active = inhibition above about 50%; note: some compounds called inactive have numbers as strong as hits
Target sequence (P51452 whole entry, looked up): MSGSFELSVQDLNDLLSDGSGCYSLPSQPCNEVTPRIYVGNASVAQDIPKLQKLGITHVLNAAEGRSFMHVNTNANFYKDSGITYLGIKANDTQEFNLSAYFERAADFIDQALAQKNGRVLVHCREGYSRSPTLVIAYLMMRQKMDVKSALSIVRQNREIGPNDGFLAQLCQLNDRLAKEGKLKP
SSB-PriA inh = blocks PriA binding to SSB C-terminal tail; AlphaScreen SSBct-PriA binding, biotinylated peptide; inhibition, % at 33 µM; actives 0.6% (n = 430,000); in the data active = inhibition mostly above about 37%, no sharp cut-off; inactive = mostly below about 20%;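 note: plate controls were negative control peptide for no effect and reference peptide for full effect; strong numbers were not always called active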
GDH-TPI inh = inhibits GDH-TPI coupling enzymes, artifact for Mtb FBA screen; inhibition, % at 4.8 µM; actives 1.2% (n = 360,000); GDH-TPI coupled enzyme counterscreen, NADH absorbance; in the data active = inhibition above about 30%;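 note: 0% = DMSO wells and 100% = wells lacking the enzyme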
FBA Mtb inh = inhibits M. tuberculosis FBA enzyme | purified M. tuberculosis FBA, fluorescence read-out | actives 2.3% (n = 360,000) | P9WQA3 | AID 588726 | inhibition, % at 1 µM; in the data active = inhibition above about 27%;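 note: 0% = vehicle and 100% = reference inhibitor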
BH1578 lux ind = induces V. cholerae light production without autoinducers; activation, % at 18.7 µM; V. cholerae BH1578 lux reporter, luminescence, 6 h; actives 0.16% (n = 350,000); in the data active = activation mostly above about 9.7%, no sharp cut-off; note: not every result past the cut was called active; inactives centre near 0; reference of the scale not given here
BioA inh = inhibitors of Mycobacterium tuberculosis BioA enzyme. inhibition, % at 9.99 µM. actives 0.096% (n = 360,000). purified M. tuberculosis BioA enzyme, plate reader; in the data active = inhibition above about 40%
Rv3671c protease = inhibitors of M. tuberculosis serine protease Rv3671c; actives 0.048% (n = 320,000); P9WHR9; inhibition, % at 5.96 µM; in the data active = inhibition above about 38%;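 note: extracellular domain of Rv3671c used as enzyme; 0% = enzyme with DMSO and 100% = no enzyme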
Target sequence (P9WHR9 whole entry, looked up, the tested form may be a part): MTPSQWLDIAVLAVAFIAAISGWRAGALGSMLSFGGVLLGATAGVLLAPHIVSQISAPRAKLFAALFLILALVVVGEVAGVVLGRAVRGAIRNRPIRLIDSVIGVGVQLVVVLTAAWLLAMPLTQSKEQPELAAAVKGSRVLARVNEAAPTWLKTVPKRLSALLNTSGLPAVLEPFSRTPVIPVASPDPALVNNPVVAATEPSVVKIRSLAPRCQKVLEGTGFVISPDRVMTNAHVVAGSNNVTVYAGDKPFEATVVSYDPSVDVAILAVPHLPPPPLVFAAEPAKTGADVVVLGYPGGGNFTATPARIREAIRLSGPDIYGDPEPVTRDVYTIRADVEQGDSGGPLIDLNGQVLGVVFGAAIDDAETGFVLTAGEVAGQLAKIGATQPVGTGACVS
Active calls of the source: *.

What do the screens show for `O=C(CCSc1nc2ccccc2o1)N1CCOCC1`?
UGM FP inh: -3.1; MazF activator: -6; 3CLpro inhibitor: -5; DUSP3 inh: 13; SSB-PriA inh: -12; GDH-TPI inh: 1; FBA Mtb inh: -1; BH1578 lux ind: inactive; BioA inh: -1.9; Rv3671c protease: -1

How did O=C(/C=C/c1ccco1)Nc1ccc2c(c1)OCO2 do in these assays?
UGM FP inh: 2.0; MazF activator: 14; 3CLpro inhibitor: -5; DUSP3 inh: 7; SSB-PriA inh: 14; GDH-TPI inh: 33*; FBA Mtb inh: -6; BH1578 lux ind: 2.2; Rv3671c protease: 4

How did COCCN(C(=O)COC(=O)Cc1ccccc1)c1c(N)n(Cc2ccccc2)c(=O)[nH]c1=O do in these assays?
UGM FP inh: -0.7; MazF activator: 2; SSB-PriA inh: -8; GDH-TPI inh: 6; FBA Mtb inh: 0; BH1578 lux ind: inactive; BioA inh: -0.6; Rv3671c protease: -2

What do the screens show for `COCCOC(=O)C1=C(C)NC2=C(C(=O)CC(C)(C)C2)C1c1ccc(N(C)C)cc1` (centres undefined)?
UGM FP inh: 1.9; MazF activator: 4; 3CLpro inhibitor: -5; DUSP3 inh: 32; SSB-PriA inh: 4; GDH-TPI inh: 1; FBA Mtb inh: 8; BH1578 lux ind: 0.9; BioA inh: -2.0; Rv3671c protease: 7

What do the screens show for `CC(C)CC(=O)N1CCN(S(=O)(=O)c2ccc3ccccc3c2)CC1`?
UGM FP inh: -2.2; MazF activator: 2; 3CLpro inhibitor: 5; DUSP3 inh: -11; SSB-PriA inh: 1; GDH-TPI inh: 4; FBA Mtb inh: -1; BH1578 lux ind: inactive; BioA inh: 0.7; Rv3671c protease: 0

How did O=C(Cc1cccc(NC(=O)C2CCN(C(=O)c3ccccc3)CC2)c1)Nc1cccc(C(=O)N2CCOCC2)c1 do in these assays?
MazF activator: 3; SSB-PriA inh: -4; GDH-TPI inh: -1; FBA Mtb inh: 0; BH1578 lux ind: -1.8; BioA inh: 0.5

What do the screens show for `COc1ccc(CNCc2ccc3c(c2)OCO3)cc1Br`?
UGM FP inh: 0.9; MazF activator: 6; 3CLpro inhibitor: -3; DUSP3 inh: 18; SSB-PriA inh: 9; GDH-TPI inh: 6; FBA Mtb inh: 3; BH1578 lux ind: 1.4; BioA inh: 1.2; Rv3671c protease: 2

How did COc1ccc(CNC(=O)Nc2nc(C(N)c3ccccc3)cs2)cc1 (centres undefined) do in these assays?
GDH-TPI inh: 10; FBA Mtb inh: -1; BH1578 lux ind: -0.2; BioA inh: -1.1

How did O=C(Nc1ccc(NS(=O)(=O)c2ccccc2)cc1)c1ccccc1Cl do in these assays?
UGM FP inh: -1.8; MazF activator: 13; SSB-PriA inh: -4; GDH-TPI inh: -3; FBA Mtb inh: 3; BH1578 lux ind: inactive; BioA inh: 2.2; Rv3671c protease: 1

What do the screens show for `C1=C(c2ccccc2)CCNC1`?
UGM FP inh: 1.3; MazF activator: 4; 3CLpro inhibitor: 6; DUSP3 inh: -14; SSB-PriA inh: -7; GDH-TPI inh: 8; FBA Mtb inh: 3; BH1578 lux ind: -0.6; BioA inh: 3.0; Rv3671c protease: -7

Results for COCC(=O)Nc1ccc(C(C)C)cc1 ?
UGM FP inh: 0.4; MazF activator: 7; 3CLpro inhibitor: -3; DUSP3 inh: 48; SSB-PriA inh: -3; GDH-TPI inh: 8; FBA Mtb inh: 1; BH1578 lux ind: -7.1; BioA inh: -1.8; Rv3671c protease: 2

Results for O=C(c1ccccc1)c1ccc2nc(-c3ccc(NC(=O)c4ccccc4Br)cc3)[nH]c2c1 ?
UGM FP inh: -4.1; MazF activator: -6; 3CLpro inhibitor: 5; DUSP3 inh: 16; SSB-PriA inh: -12; GDH-TPI inh: 14; FBA Mtb inh: 2; BH1578 lux ind: inactive; BioA inh: -0.1; Rv3671c protease: -209

What do the screens show for `COc1cc(CC2C(=O)Nc3ccccc32)cc(C)c1O` (centres undefined)?
UGM FP inh: 1.4; MazF activator: 1; 3CLpro inhibitor: -2; DUSP3 inh: 26; SSB-PriA inh: 4; GDH-TPI inh: 11; FBA Mtb inh: 1; BH1578 lux ind: -7.7; BioA inh: 1.4; Rv3671c protease: 0

How did COC(=O)C(NC(C)=O)(Nc1cccc(C)n1)C(F)(F)F (centres undefined) do in these assays?
UGM FP inh: -1.4; MazF activator: 3; 3CLpro inhibitor: 3; DUSP3 inh: 20; SSB-PriA inh: 7; GDH-TPI inh: 5; FBA Mtb inh: 1; BH1578 lux ind: inactive; Rv3671c protease: 7

What do the screens show for `CCOC(=O)CNc1nc(Cl)nc(Nc2ccc(OC)cc2OC)n1`?
UGM FP inh: 3.5; MazF activator: -12; 3CLpro inhibitor: -2; DUSP3 inh: 6; SSB-PriA inh: -7; GDH-TPI inh: 9; FBA Mtb inh: -2; BH1578 lux ind: 0.1; BioA inh: -2.2; Rv3671c protease: 4

How did O=C1C=C(Nc2cccc3cccnc23)c2ccccc2C1=O do in these assays?
UGM FP inh: -2.0; MazF activator: -5; 3CLpro inhibitor: 1; DUSP3 inh: 16; SSB-PriA inh: 8; GDH-TPI inh: -5; FBA Mtb inh: 1; BH1578 lux ind: -0.4; BioA inh: -2.5; Rv3671c protease: -12

What do the screens show for `O=S(=O)(c1ccc(Cl)cc1)N(Cc1ccccn1)Cc1ccccn1`?
UGM FP inh: 1.4; MazF activator: 5; 3CLpro inhibitor: -1; DUSP3 inh: 17; SSB-PriA inh: 4; GDH-TPI inh: -14; FBA Mtb inh: 4; BH1578 lux ind: -0.6; BioA inh: 3.7; Rv3671c protease: 5

Results for CCOc1ccccc1N1CCN(C(=O)C2=CC=CN3CCS(=O)(=O)N=C23)CC1 ?
UGM FP inh: -2.2; MazF activator: -26; SSB-PriA inh: -26; GDH-TPI inh: -1; FBA Mtb inh: 0; BH1578 lux ind: -0.2; BioA inh: -0.5; Rv3671c protease: -1

Results for CCOc1ccc(NC(=O)CN2C(=O)NC3(CCCC3)C2=O)cc1S(=O)(=O)N1CCCCC1 ?
UGM FP inh: 1.7; MazF activator: 7; SSB-PriA inh: 1; GDH-TPI inh: -1; FBA Mtb inh: 0; BH1578 lux ind: inactive; BioA inh: 0.0; Rv3671c protease: -3

Results for O=C(Nc1ccnn1C1CCN(C2CCC2)CC1)c1cccc(F)c1 ?
UGM FP inh: 1.9; MazF activator: 2; 3CLpro inhibitor: -1; DUSP3 inh: 16; SSB-PriA inh: -2; GDH-TPI inh: 7; FBA Mtb inh: 3; BH1578 lux ind: -0.1; BioA inh: -1.7; Rv3671c protease: 8

How did Cc1ccc(CNC(=O)CCn2c(=O)oc3ccccc32)cc1 do in these assays?
UGM FP inh: -3.7; MazF activator: 11; 3CLpro inhibitor: -1; DUSP3 inh: 4; SSB-PriA inh: -5; GDH-TPI inh: -1; FBA Mtb inh: -1; BH1578 lux ind: 0.7; BioA inh: -3.2; Rv3671c protease: -5

Results for O=C(Nc1cccc(Cl)c1)N(CCN1CCOCC1)Cc1cccc(Cl)c1 ?
UGM FP inh: 0.2; MazF activator: 0; 3CLpro inhibitor: 2; DUSP3 inh: -4; SSB-PriA inh: -20; GDH-TPI inh: -1; FBA Mtb inh: 3; BH1578 lux ind: -0.3; BioA inh: 3.5; Rv3671c protease: -8

What do the screens show for `CC1Cc2ccccc2N1C(=O)c1cnc2n(c1=O)CCS2` (centres undefined)?
UGM FP inh: -2.6; MazF activator: 8; 3CLpro inhibitor: 3; DUSP3 inh: 17; SSB-PriA inh: -7; GDH-TPI inh: 9; FBA Mtb inh: 2; BH1578 lux ind: -1.6; BioA inh: -1.0; Rv3671c protease: -2

How did CCCCCC1CCC(c2ccc(C(N)=O)cc2)CC1 (centres undefined) do in these assays?
UGM FP inh: 0.0; MazF activator: 5; 3CLpro inhibitor: -1; DUSP3 inh: 17; SSB-PriA inh: -6; GDH-TPI inh: -6; FBA Mtb inh: 8; BH1578 lux ind: inactive; BioA inh: 0.7; Rv3671c protease: -12

Results for Cc1ccc[n+](CC(=O)c2ccc(Cl)cc2)c1 ?
UGM FP inh: -1.2; MazF activator: 0; 3CLpro inhibitor: -3; DUSP3 inh: 25; SSB-PriA inh: 3; GDH-TPI inh: -3; FBA Mtb inh: 3; BH1578 lux ind: -0.3; BioA inh: -1.3; Rv3671c protease: -6

Results for CCN(CC)CCCNC(=S)N(Cc1cccnc1)Cc1cc2cc(C)ccc2[nH]c1=O ?
UGM FP inh: -0.4; MazF activator: 9; 3CLpro inhibitor: 2; DUSP3 inh: 13; SSB-PriA inh: 7; GDH-TPI inh: 5; FBA Mtb inh: 1; BH1578 lux ind: inactive; Rv3671c protease: 4

What do the screens show for `O=C(Nc1ccc(NC(=S)NC(=O)c2ccco2)cc1)c1ccccc1`?
UGM FP inh: 0.6; MazF activator: 8; 3CLpro inhibitor: -4; DUSP3 inh: -12; SSB-PriA inh: 13; GDH-TPI inh: 2; FBA Mtb inh: -1; BH1578 lux ind: -7.8; BioA inh: -1.6; Rv3671c protease: -16

How did Nc1ncc(Br)cc1S(=O)(=O)NCCC(=O)NCCc1ccccc1 do in these assays?
UGM FP inh: 0.1; MazF activator: 7; 3CLpro inhibitor: -3; DUSP3 inh: -9; SSB-PriA inh: -6; GDH-TPI inh: -3; FBA Mtb inh: 6; BH1578 lux ind: 3.1; BioA inh: -0.2; Rv3671c protease: 5

Results for Cc1ccccc1NC(=O)N1CCCC(c2nc(-c3ccc(C(C)C)cc3)no2)C1 (centres undefined) ?
UGM FP inh: 0.7; MazF activator: -4; 3CLpro inhibitor: 3; DUSP3 inh: 0; SSB-PriA inh: -18; GDH-TPI inh: 12; FBA Mtb inh: 3; BH1578 lux ind: -0.1; BioA inh: -0.5; Rv3671c protease: 3

What do the screens show for `COc1ccc(CCNC(=O)c2cc(-c3cc(C)cc(C)c3O)n[nH]2)cc1OC`?
UGM FP inh: -0.3; MazF activator: -5; 3CLpro inhibitor: 1; DUSP3 inh: 8; SSB-PriA inh: 10; GDH-TPI inh: 3; FBA Mtb inh: -3; BH1578 lux ind: inactive; BioA inh: -0.6; Rv3671c protease: -19

What do the screens show for `CN1CCN(c2ccc([N+](=O)[O-])cc2S(=O)(=O)N2CCOCC2)CC1`?
UGM FP inh: 1.4; MazF activator: 1; 3CLpro inhibitor: 3; DUSP3 inh: 37; SSB-PriA inh: -7; GDH-TPI inh: 7; FBA Mtb inh: 0; BH1578 lux ind: -0.3; BioA inh: -3.8; Rv3671c protease: 5

Five structures from above, ordered by molar mass, rising.
How did CCCCCC1CCC(c2ccc(C(N)=O)cc2)CC1 (centres undefined) do in these assays?
UGM FP inh: 0.0; MazF activator: 5; 3CLpro inhibitor: -1; DUSP3 inh: 17; SSB-PriA inh: -6; GDH-TPI inh: -6; FBA Mtb inh: 8; BH1578 lux ind: inactive; BioA inh: 0.7; Rv3671c protease: -12

What do the screens show for `O=C(Nc1ccc(NC(=S)NC(=O)c2ccco2)cc1)c1ccccc1`?
UGM FP inh: 0.6; MazF activator: 8; 3CLpro inhibitor: -4; DUSP3 inh: -12; SSB-PriA inh: 13; GDH-TPI inh: 2; FBA Mtb inh: -1; BH1578 lux ind: -7.8; BioA inh: -1.6; Rv3671c protease: -16

What do the screens show for `COc1ccc(CCNC(=O)c2cc(-c3cc(C)cc(C)c3O)n[nH]2)cc1OC`?
UGM FP inh: -0.3; MazF activator: -5; 3CLpro inhibitor: 1; DUSP3 inh: 8; SSB-PriA inh: 10; GDH-TPI inh: 3; FBA Mtb inh: -3; BH1578 lux ind: inactive; BioA inh: -0.6; Rv3671c protease: -19

Results for Cc1ccccc1NC(=O)N1CCCC(c2nc(-c3ccc(C(C)C)cc3)no2)C1 (centres undefined) ?
UGM FP inh: 0.7; MazF activator: -4; 3CLpro inhibitor: 3; DUSP3 inh: 0; SSB-PriA inh: -18; GDH-TPI inh: 12; FBA Mtb inh: 3; BH1578 lux ind: -0.1; BioA inh: -0.5; Rv3671c protease: 3

Results for CCN(CC)CCCNC(=S)N(Cc1cccnc1)Cc1cc2cc(C)ccc2[nH]c1=O ?
UGM FP inh: -0.4; MazF activator: 9; 3CLpro inhibitor: 2; DUSP3 inh: 13; SSB-PriA inh: 7; GDH-TPI inh: 5; FBA Mtb inh: 1; BH1578 lux ind: inactive; Rv3671c protease: 4

Only part of the results is shown; the hit share may differ from the screen's.
